High-throughput results (PubChem BioAssay)
Mtb RmlCD inh – M. tuberculosis RmlC/RmlD inhibition; P9WH09+P9WH11; RmlC+RmlD coupled enzyme assay, percent inhibition; primary screen in compound mixtures; inhibition, % at 3.6 µM; 160,000 compounds, 0.03% hits; AID 1533; in the data active = inhibition mostly above about 34%, no sharp cut-off; note: some results filed as inactive read as strong as hits
Target sequence (P9WH09 whole entry, looked up): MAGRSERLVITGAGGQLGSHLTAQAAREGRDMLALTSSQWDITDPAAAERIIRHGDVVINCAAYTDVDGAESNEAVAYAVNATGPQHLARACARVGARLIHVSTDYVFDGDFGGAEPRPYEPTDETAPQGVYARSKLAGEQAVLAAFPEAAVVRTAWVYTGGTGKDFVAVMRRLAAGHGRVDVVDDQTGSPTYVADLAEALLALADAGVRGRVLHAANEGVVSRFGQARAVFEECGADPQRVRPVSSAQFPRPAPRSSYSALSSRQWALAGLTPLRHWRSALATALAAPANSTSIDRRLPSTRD
Target sequence (P9WH11 whole entry, looked up): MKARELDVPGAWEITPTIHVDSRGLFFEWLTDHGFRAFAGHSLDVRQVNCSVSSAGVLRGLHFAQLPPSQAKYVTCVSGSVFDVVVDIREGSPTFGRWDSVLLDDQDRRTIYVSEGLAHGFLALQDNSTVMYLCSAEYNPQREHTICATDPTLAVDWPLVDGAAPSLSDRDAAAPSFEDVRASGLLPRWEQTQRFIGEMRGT
GlmU inhibition – inhibition of mycobacterial GlmU enzyme – biochemical, glucosamine-1-phosphate acetyltransferase (AID 1376). inhibition, %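 (tested at 30 µM in the primary screen)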; hits with a dose series show IC50 in µM. 220,000 compounds, 0.25% hits. M. tuberculosis GlmU acetyltransferase enzyme assay; higher % means a stronger effect; in the data active = inhibition above about 13%;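 note: 0% = complete reaction with vehicle and 100% = reaction without substrate; strong numbers were not always called active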
An asterisk follows results filed as active; · = no result given; & = joins results of further samples. A portion of the library (hit frequency here may not be typical).

Below each compound – Mtb RmlCD inh	GlmU inhibition
COc1cc(C2C(C(=O)c3ccc(C)o3)=C(O)C(=O)N2c2cc(C)on2)cc(Br)c1O (stereo unspecified)
    4	3.5%
CCc1cc2cc(C)cc(C)c2nc1SCC(=O)Nc1cc(C)on1
    -2	-2.8%
Cc1sc2ncnc(SCC(=O)N3CCCC3)c2c1C
    ·	9.3%
CCOC(=O)N1CCc2c(sc(NC(C)=O)c2C(N)=O)C1
    ·	-2.8%
Cn1nc(C(=O)NC2CCCCC2)c2ccccc2c1=O
    -6	2.4%
Cc1ccc(-c2nc(=S)c3c(n2Cc2cccnc2)CC(C)(C)OC3)cc1
    8	0.9%
Cn1cc(-c2nnnn2-c2ccccc2)c(=O)c2ccccc21
    -5	-0.5%
COc1ccc(C(C(=O)NC(C)(C)C)N(Cc2ccco2)C(=O)CCC(=O)Nc2cc(C)on2)cc1 (stereo unspecified)
    0	2.1%
CC(C(=O)NCCN1C(=O)S/C(=C\c2cccnc2)C1=O)N1C(=O)c2ccccc2C1=O (stereo unspecified)
    -13	7.8%
O=C(c1ccc(CNS(=O)(=O)c2ccccc2)cc1)N1CCN(c2ccccn2)CC1
    11	·

In the list so far, these have an aryl thioether with sulfur outside any ring:
Below each compound – Mtb RmlCD inh	GlmU inhibition
CCc1cc2cc(C)cc(C)c2nc1SCC(=O)Nc1cc(C)on1
    -2	-2.8%
Cc1sc2ncnc(SCC(=O)N3CCCC3)c2c1C
    ·	9.3%

The main list resumes, starting 2 compounds before the break.
Below each compound – Mtb RmlCD inh	GlmU inhibition
CC(C(=O)NCCN1C(=O)S/C(=C\c2cccnc2)C1=O)N1C(=O)c2ccccc2C1=O (stereo unspecified)
    -13	7.8%
O=C(c1ccc(CNS(=O)(=O)c2ccccc2)cc1)N1CCN(c2ccccn2)CC1
    11	·
Cc1ccc2cc(CN(C)C(=O)C3CCCO3)c(=O)[nH]c2c1 (stereo unspecified)
    17	1.2%
CCc1ccc2[nH]c(=O)c(CN(CCCN3CCOCC3)C(=O)Nc3cccc(Cl)c3)cc2c1
    5	-4.5%
COCCN1C(=O)Cc2c1nc(N)c1c(N)nc(N3CCN(c4ccc(F)cc4)CC3)c(C#N)c21
    8	-0.7%
Cc1ccc(Cl)cc1N1CCN(C(=O)c2ccc(NS(=O)(=O)c3c(C)noc3C)cc2)CC1
    27	·
COc1ccc(C(=O)OCC(=O)NC(=O)NC(C)C)cc1OC
    8	5.5%
CCn1c(-c2csc(-c3ccccc3)n2)n[nH]c1=S
    14	-1.2%
COC(=O)CC1C(=O)NCCN1C(=O)c1sc2ccccc2c1Cl (stereo unspecified)
    -3	-3.2%
Cc1ccc(S(=O)(=O)N2CCN(C3CCN(Cc4ccccc4)CC3)CC2)cc1
    ·	2.5%
Cc1c(NC(=O)C(C)OC(=O)CCc2ccccc2)c(=O)n(-c2ccccc2)n1C (stereo unspecified)
    -5	3.1%
CC(=O)Nc1ccc(N=NN2CCOCC2)cc1
    -6	0.7%

The results go on.
Below each compound – Mtb RmlCD inh	GlmU inhibition
COc1ccc(C2=NOC(CNC(=S)N3CCOCC3)C2)cc1 (stereo unspecified)
    -43	-0.8%
CCN(Cc1ccccc1)C(=O)COC(=O)c1cc(S(=O)(=O)Nc2c(C)n(C)n(-c3ccccc3)c2=O)ccc1C
    9	1.8%
CC(=O)/C=C/c1ccc(C)o1
    -1	3.4%
CCC1(C)N=C(c2ccc3c(c2)OCO3)CC(c2ccccc2O)N1 (stereo unspecified)
    6	7.0%
CC(C)CNC1=C(C(=S)Nc2ccccc2)C(=O)CC(C)(C)C1
    5	-3.4%
O=C1SCCC1NS(=O)(=O)c1ccccc1[N+](=O)[O-] (stereo unspecified)
    -11	7.3%
O=C1C(Cl)=C(N2CCCCC2)C(=O)N1c1ccccc1Cl
    ·	-0.2%
CCOc1ccc(CN2CCN(Cc3cn(CC)nc3C)CC2CCO)cc1 (stereo unspecified)
    -12	-5.9%
Cn1c(N)c(C(=O)COC(=O)c2cnc(Cl)c(Cl)c2)c(=O)n(C)c1=O
    7	2.3%
COc1ccccc1NC(=O)N1c2ccc(F)cc2CCC1C (stereo unspecified)
    ·	0.0%

2 compounds picked at random from the list so far, as already listed:
Below each compound – Mtb RmlCD inh	GlmU inhibition
CCOc1ccc(CN2CCN(Cc3cn(CC)nc3C)CC2CCO)cc1 (stereo unspecified)
    -12	-5.9%
CCC1(C)N=C(c2ccc3c(c2)OCO3)CC(c2ccccc2O)N1 (stereo unspecified)
    6	7.0%

Next part.
Below each compound – Mtb RmlCD inh	GlmU inhibition
Cc1nc2ccc(NC(=S)N3CCN(c4ccccn4)CC3)cc2nc1C
    -10	-3.9%
O=C(Nc1ccc(Oc2ncccn2)cc1)c1ccco1
    22	-1.4%
CCCCOC(=O)c1ccc(NC(=O)c2ccoc2C)cc1
    9	3.9%
CSc1ccc(C2NC(=O)c3c(sc4c3CCN(C)C4)N2)cc1 (stereo unspecified)
    2	·
CC(=O)N(C)N(C)c1cc(C)nc(N)n1
    -8	-0.7%
COc1ccc(C(CC(=O)N2CCOCC2)c2c(O)cc(OC)cc2OC)cc1 (stereo unspecified)
    ·	1.0%
Cc1cc(=O)[nH]c(SCCOc2ccc3c(c2)CCC3)n1
    ·	0.4%
Oc1ccccc1C=NCCN=Cc1ccccc1O
    -16	-4.5%
CC(=O)Nc1ccc(C(=O)N/N=C/c2ccccc2OC(=O)c2ccc(Cl)cc2)cc1
    ·	-1.3%
CCC(C)Nc1nnnc2c1sc1nc3c(cc12)COC(C)(C)C3 (stereo unspecified)
    -15	-5.2%

More records follow:
Below each compound – Mtb RmlCD inh	GlmU inhibition
COc1ccc(S(=O)(=O)N(C)c2ccc(C(N)=O)cc2)cc1
    8	-3.5%
Cc1cc(C(F)(F)F)n(-c2nc(C(=O)N/N=C/c3ccc(F)cc3)cs2)n1
    6	-0.9%
Cc1sc(NC(=O)CN2CCOCC2)c(C#N)c1C
    28	-0.9%
Nc1nc(SCC(=O)N2CCCC2)[nH]c(=O)c1NC(=O)c1ccco1
    7	5.0%
Cc1nn(C(=O)N2CCCCC2)c(C)c1CN1C(=O)c2ccccc2C1=O
    ·	2.3%
CCC(C)N1C(=O)CCC1C(=O)O (stereo unspecified)
    3	-4.7%
O=C(c1cccc(C(F)(F)F)c1)C1CCCN(Cc2cccn2-c2ncccn2)C1 (stereo unspecified)
    0	-2.4%
O=C(OCC(=O)N1CCOCC1)c1ccc2[nH]c3c(c2c1)CCCC3
    ·	-1.8%
Cc1cccc(NC(=O)CSc2nnnn2-c2ccc3c(c2)OCCO3)n1
    -14	-2.5%
CC(C)n1cc(-c2nc(C(=O)NN)cs2)c(=O)n(Cc2ccccc2)c1=O
    8	-0.4%

More compounds:
Below each compound – Mtb RmlCD inh	GlmU inhibition
Cc1sc2ncn(CC(=O)OCC(=O)NC(C)(C)C)c(=O)c2c1C
    5	-4.5%
C=CCn1c(SCC(=O)c2cc(C)n(C)c2C)nnc1-c1ccncc1
    -6	1.1%
COc1cc(C(=S)N2CCOCC2)ccc1OS(=O)(=O)c1ccccc1[N+](=O)[O-]
    ·	2.9%
CCCn1nnc(NC(=O)C(C)Oc2ccc(Cl)cc2Cl)n1 (stereo unspecified)
    -8	-0.1%
CC(=O)Nc1nnc(SCC(=O)c2ccc(F)cc2)s1
    8	4.7%
Cc1cc(N2C(=O)CCC2=O)ccc1NC(=O)c1cccs1
    ·	-0.8%
CC[C@@H]1C=C(C)C[C@H](C)C[C@H](OC)[C@H]2O[C@@](O)(C(=O)C(=O)N3CCCC[C@H]3C(=O)O[C@H](/C(C)=C/[C@@H]3CC[C@@H](O)[C@H](OC)C3)[C@H](C)[C@@H](O)CC1=O)[C@H](C)C[C@@H]2OC
    -10	-3.0%
CCOC(=O)COc1ccc(Br)cc1/C=C\c1[nH]c(=O)[nH]c(=O)c1[N+](=O)[O-]
    -9	2.4%
CCOc1ccc(C(=O)COc2ccc(NC(C)=O)cc2)cc1
    ·	1.2%
COCCOC(=O)C1=C(N)OC(C)=C(C(=O)OC)C12C(=O)Nc1ccccc12 (stereo unspecified)
    -1	-1.8%

Molecules shown so far that contain a nitro group on carbon:
Below each compound – Mtb RmlCD inh	GlmU inhibition
O=C1SCCC1NS(=O)(=O)c1ccccc1[N+](=O)[O-] (stereo unspecified)
    -11	7.3%
COc1cc(C(=S)N2CCOCC2)ccc1OS(=O)(=O)c1ccccc1[N+](=O)[O-]
    ·	2.9%
CCOC(=O)COc1ccc(Br)cc1/C=C\c1[nH]c(=O)[nH]c(=O)c1[N+](=O)[O-]
    -9	2.4%

The list goes on:
Below each compound – Mtb RmlCD inh	GlmU inhibition
C/C(CC(=O)Nc1ccc(Cl)c(C(F)(F)F)c1)=N\NC(N)=S
    6	-2.8%
Cc1ccc(NCC(=O)N/N=C/c2cccn2C)cc1
    -3	-4.6%
CN(C(=O)COc1ccc([N+](=O)[O-])cc1)C1CCS(=O)(=O)C1 (stereo unspecified)
    ·	3.1%
O=C(O)c1ccc(NS(=O)(=O)c2cc(Cl)ccc2Cl)cc1
    -1	0.7%
Cc1ccc(NC(=O)COC(=O)CNC(=O)c2ccc3ccccc3c2)c([N+](=O)[O-])c1
    -7	0.5%
COCCNC(=O)C(NC(=O)C1CCCCC1)C(C)C (stereo unspecified)
    1	3.9%
CCOC(=O)Cn1nc(C)n(-c2ccc(Cl)cc2)c1=O
    -3	-3.9%
CCNc1cc(N2CCN(C)CC2)ccc1[N+](=O)[O-]
    -9	-2.7%
Clc1ccc(OCc2nnc(SCc3nnc(-c4ccccc4)o3)o2)c(Cl)c1
    ·	-3.0%
Cc1ccc(S(=O)(=O)N2CCN(C(=O)CSc3nnc(C)s3)C2)cc1
    14	-1.6%

Going on with the list.
Below each compound – Mtb RmlCD inh	GlmU inhibition
CC(C)NC(=O)C(=O)NCCc1ccc(Cl)cc1
    4	-5.1%
O=C(Cc1csc(-c2ccccc2)n1)NCc1ccco1
    -13	3.8%
CCOc1ccc(/C(CCC(=O)O)=N/NC(=S)NCCc2ccccc2)cc1
    -13	-3.7%
Cc1[nH]c2ccc(CNS(=O)(=O)c3ccc(S(=O)(=O)N4CCOCC4)cc3)cc2c1C
    -9	0.3%&2.9%
NC(=O)N/N=C/c1cn(-c2ccccc2)nc1-c1ccccc1
    -9	6.5%
O=c1c2ccc([N+](=O)[O-])cc2ncn1Cc1ccccc1C(F)(F)F
    -15	-0.1%
CN1/C(=C\C(=O)C[n+]2cccc(Br)c2)C(C)(C)c2ccccc21
    5	-3.6%
CCc1c(C(=O)NN2C(=O)C3CCCCC3C2=O)csc1C (stereo unspecified)
    ·	-2.2%
CCc1cc2c(N3CCN(C(=O)c4ccco4)CC3)ncnc2s1
    -8	5.6%
CC(C)NC(=O)c1ccc(-n2nc(C(F)(F)F)c3c2CCCC3)cc1
    -6	-0.3%

Further entries.
Below each compound – Mtb RmlCD inh	GlmU inhibition
COc1ccc(C(=O)N(CC2CCCO2)C(C(=O)NCCC(C)C)c2ccc(C)cc2)cc1OC (stereo unspecified)
    1	0.8%
NC(=O)C1(C(N)=O)OC1c1ccc(Cl)c(Cl)c1 (stereo unspecified)
    -11	-2.9%
O=c1c(C(c2nnnn2C2CCCCC2)N2CCCCC2)coc2ccc(Cl)cc12 (stereo unspecified)
    ·	5.7%
Cc1ccccc1C(=O)NCCCc1ccccc1
    -4	1.1%
CC(C)c1nc2c(c(=O)c3ccccc3n2C)c(=O)n1CCc1ccccc1
    10	4.5%
Cc1ccc2nc(SCC(=O)Nc3ncccn3)[nH]c2c1
    4	1.1%
CCCN(CCC)CCNC(=O)c1cc2c(=O)n(CC)c3ccccc3c2s1
    11	3.2%
COc1ccc(C)cc1N(CC(N)=O)S(=O)(=O)c1ccc(C)cc1
    -4	5.3%
COc1ccc2[nH]c3ccccc3c2c1
    -7	·
O=C(O)CCc1ccc(-c2ccccc2)n1NC(=O)c1sc2ccccc2c1Cl
    ·	2.4%

Remaining list, next part.
Below each compound – Mtb RmlCD inh	GlmU inhibition
CSC(=O)NC(=O)NC(=O)c1ccc([N+](=O)[O-])cc1
    -4	-6.1%
O=C(Oc1cc(Cl)ccc1Cl)c1ccc(N2CCOCC2)c([N+](=O)[O-])c1
    -9	1.2%
Cc1[nH]n(-c2ccc(F)cc2)c(=O)c1C=Nc1ccc(S(=O)(=O)N(C)C)cc1
    ·	-1.2%
CCCCC(=O)O
    ·	3.6%
COC(=O)Cc1cnc(NC(=O)C2C3CCC(C3)C2C(=O)O)s1 (stereo unspecified)
    -4	6.9%
CCOC(=O)CCN(Cc1cccs1)S(=O)(=O)c1ccc(F)cc1
    0	-1.9%
[O-]/[N+](=C\c1ccc(OC(F)F)cc1)c1ccccc1
    5	-3.6%
O=C(CCNc1ccc(Cl)cc1)c1cccs1
    -5	-0.3%
Cn1c(CSCc2ccc(Cl)cc2)nnc1SCC(=O)Nc1nc2ccccc2s1
    10	-1.7%
O=C(Cn1nc(C(F)(F)F)c2c1CCCCC2)N1CCOCC1
    ·	1.7%

More compounds:
Below each compound – Mtb RmlCD inh	GlmU inhibition
Cc1cc(C)c(C)c(C(=O)CSc2nnc(-c3ccc4[nH]c(C)c(C)c4c3)o2)c1C
    ·	-0.7%
O=C(C1CCCN1C(=O)c1cccs1)N1CCc2ccccc21 (stereo unspecified)
    ·	3.1%
NS(=O)(=O)c1ccc(CCNC(=O)CN2CCC(Cc3ccccc3)CC2)cc1
    -10	1.7%
NNC(=O)c1ccc(CSc2nc3ccccc3s2)cc1
    ·	-7.7%
COc1ccc(CNCCc2ccc(Cl)cc2)cc1OCc1ccccc1
    -1	-2.4%
